GPR55 activation = selective activators of receptor GPR55 – imaging, U2OS cells, beta-arrestin-GFP redistribution, primary screen (AID 1961); U2OS GPR55 beta-arrestin-GFP redistribution imaging; higher % means a stronger effect; activation, % at 10 µM; hits with a dose series show EC50 in µM; hit rate 0.048% among 290,000;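 active means activation above 40% with more than 50 cells counted in the well; inconclusive means wells holding fewer than 50 cells, flagged as toxic or sparse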;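 further: U2OS osteosarcoma cells stably expressing GPR55 and beta-arrestin-GFP; plate controls were DMSO negative control for no effect and LPI positive control for full effect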
KOR beta-arrestin-1 = KOR agonists, beta-arrestin recruitment, primary screen, cell-based, luminescence, uHTS (AID 1777) | hit rate 0.02% among 280,000 | activation, % at 10 µM; hits with a dose series show EC50 in µM | KOR beta-arrestin recruitment, luminescence; higher % means a stronger effect; in the data active means activation above about 50%, passing the limit was not always enough; further: a part of the inactive calls stands beside numbers as strong as those of hits
HIV fusion peptide = cell-free HIV fusion peptide-binding blockers – biochemical, uHTS, fluorescence dequenching, primary screen (AID 1986); hit rate 0.3% among 290,000; cell-free peptide binding, fluorescence dequenching, 30 min; higher % means a stronger effect; inhibition, % at 20 µM; hits with a dose series show IC50 in µM; in the data active means inhibition mostly above about 52%, no sharp cut-off; inactive means mostly below about 76%; further: some results filed as inactive read as strong as hits
KOR beta-arrestin-2 = kappa opioid receptor blockers – cell-based, luminescence, uHTS (AID 1778). KOR beta-arrestin recruitment, luminescence, antagonist mode; higher % means a stronger effect. one-dose inhibition, % at 10 µM; IC50 in µM for titrated hits. hit rate 0.091% among 290,000; further: strong numbers were not always called active
HEK293 NOD2/NF-kB = NOD2 signaling inhibitors, cell-based, luminescence, uHTS, HEK293 (AID 1566); hit rate 0.63% among 290,000; one-dose inhibition, % at 4 µM; EC50 in µM for titrated hits; HEK293 NOD2/NF-kB luciferase reporter, luminescence; higher % means a stronger effect; further: many of its hits are not listed in these tables
GPR35 arrestin U2OS = GPR35 antagonists blocking zaprinast-driven arrestin recruitment, primary screen, imaging, U2OS, beta-arrestin-GFP, zaprinast agonist (AID 2058) | U2OS GPR35 beta-arrestin-GFP translocation imaging, zaprinast antagonism; higher % means a stronger effect | hit rate 0.052% among 290,000 | inhibition, % at 10 µM; hits with a dose series show IC50 in µM;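 active means inhibition of at least 50% with at least 30 cells and total cytoplasm GFP at most 10,000,000; inconclusive means under 30 cells or total GFP of 10,000,000 plus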
NOD1 inhibition = inhibition of NOD1-driven NF-kB reporter – cell-based, luminescence, uHTS, primary screen (AID 1578) | NOD1-driven NF-kB luciferase reporter cells, luminescence; higher % means a stronger effect | inhibition, % at 4 µM, or EC50 in µM where a hit was titrated | hit rate 1% among 290,000; in the data active means inhibition mostly above about 36%, no sharp cut-off; inactive means mostly below about 34%;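 further: HEK-293T reporter cells stimulated with the NOD1 agonist gamma-tri-DAP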
GPR55 antagonists = inhibition of LPI-stimulated GPR55 beta-arrestin translocation – imaging, U2OS, beta-arrestin-GFP, LPI agonist, primary screen (AID 2013); U2OS GPR55 beta-arrestin-GFP translocation imaging, LPI antagonism; higher % means a stronger effect; inhibition, % at 10 µM, or IC50 in µM where a hit was titrated; hit rate 0.13% among 290,000;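 active means spots per cell inhibited over 60%, with over 100 cells counted and total cytoplasm intensity under 500,000; inconclusive means wells with under 100 cells, flagged as likely toxic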;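 further: U2OS cells stably carrying GPR55 and arrestin-GFP stimulated by 5 µM LPI near EC80; imaged beta-arrestin-GFP aggregate spots per cell after agonist stimulation; plate controls were LPI-stimulated DMSO wells for no effect and DMSO wells without LPI for full effect; some results filed as inactive read as strong as hits; confirmed hits need IC50 under 10 µM and bright autofluorescent wells are also inconclusive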
Myeloid diff MLP = compounds promoting myeloid differentiation; ER-HoxA9 myeloid progenitors, lysozyme-GFP differentiation, flow cytometry; calls only at 10 µM; hit rate 1% among 360,000; AID 624256;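 active means normalized GFP-positive differentiation at or above the plate's own cutoff, the solvent-only control mean plus 3 SD; inconclusive means no clear call, values can overlap the other calls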;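 further: cells exposed to compound for four days before flow analysis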
Myeloid diff MLP GFP+ MAC1+ % = second read-out of Myeloid diff MLP, no call of its own (marks repeat the call); GFP+ MAC1+ double positive, %; measured here: differentiation confirmed by MAC1 staining
An asterisk follows results filed as active; i = inactive; ? = inconclusive; . = no result given; & = joins results of further samples; [ ] = remark or other dose. Unless noted, no stated cut-off is given here; in the data, active means inhibition above about 50%; inactive means the rest. A portion of the library; the hit share may differ from the screen's.

Values run as follows: GPR55 activation | KOR beta-arrestin-1 | HIV fusion peptide | KOR beta-arrestin-2 | HEK293 NOD2/NF-kB | GPR35 arrestin U2OS | NOD1 inhibition | GPR55 antagonists | Myeloid diff MLP | Myeloid diff MLP GFP+ MAC1+ %
COc1ccc(OCc2nnc(SC(C)C(=O)Nc3nccs3)n2-c2ccccc2)cc1 (centres undefined)
 : -0.2% | 2.0% | -1.3% | 20% | 21% | -15% | -19% | -4% | i | 10
CC(NC(=O)/C=C/c1ccc(Br)cc1)c1ccc(Cl)cc1 (centres undefined)
 : -0.1% | 9.1% | 2.8% | -12% | -7% | 0% | -18% | -2% | i | 0.5
O=S(=O)(Nc1ncnc2sc3c(c12)CCC3)c1ccc(Cl)s1
 : -0.4% | 3.7% | 21% | -36% | 5% | -7% | -12% | -4% | i | 2.7
Cc1c(Cl)c(C(=O)NNC(=S)Nc2ccccc2)nn1C
 : 0.4% | -3.0% | -2.5% | -41% | -35% | 3% | -51% | 1% | i | 0.8
Cc1cccc(C(=O)N2CCCN(C(=O)c3cccc(C)c3)CC2)c1
 : -0.2% | -5.0% | 2.2% | 14% | 15% | 11% | -16% | 8% | i | 0.3
CC(=O)C1=C(O)C(=O)N(c2ccc(O)cc2)C1c1ccc(F)cc1 (centres undefined)
 : -0.1% | 1.8% | -2.9% | -21% | 12% | -2% | 2% | 8% | i | 0.1
CCc1nnc(NC(=O)CCC(=O)Nc2ccc(Cl)cc2)s1
 : 0.2% | 2.0% | 1.2% | 26% | 8% | -1% | -21% | 22% | i | 0.5
O=S(=O)(c1ccccc1)c1nc(Cc2ccccc2)oc1N1CCOCC1
 : 0.4% | 4.8% | 1.4% | -36% | 16% | -2% | 17% | 0% | i | 0.9
O=C(c1ccccc1Cl)N(Cc1ccc(Br)cc1)N1C(=O)CCCC1=O
 : 0.1% | -1.0% | -2.6% | -8% | 13% | 12% | 16% | 2% | i | 0.6
O=C(Nc1cc(=O)[nH]c(=O)[nH]1)c1cc(Cl)ccc1Cl
 : -0.1% | -2.5% | -0.1% | -72% | -16% | -6% | 0% | 4% | i | 3.2
COc1ccc(/C(N)=N/OC(=O)N2CCOCC2)cc1
 : 0.3% | . | 1.6% | 5%[20 µM] | 13% | 5% | 8% | 9% | i | 0.2
O=C1c2ccccc2-c2ccc(C(=O)N3CCOCC3)cc21
 : 0.4% | 2.1% | -1.4% | 6% | -2% | -3% | -6% | 2% | i | 0.9
O=C(COc1ccc2cc(Br)ccc2c1)N1CCCC1
 : -0.2% | 5.1% | -0.3% | -30% | -9% | 2% | -64% | -1% | i | 0.8
COCCN1C(=O)N[C@@H](c2cccs2)C(C(=O)OC)=C1C
 : -0.1% | -0.3% | 1.5% | -9% | 15% | -5% | -44% | 6% | i | 1.1
CC(=O)O[C@@H]1[C@H](OC(=O)CC(C)C)c2c(ccc3ccc(=O)oc23)OC1(C)C
 : -0.3% | 3.4% | -1.7% | -27% | 9% | -3% | -32% | 9% | i | 0.5

Additional results:
Values run as follows: GPR55 activation | KOR beta-arrestin-1 | HIV fusion peptide | KOR beta-arrestin-2 | HEK293 NOD2/NF-kB | GPR35 arrestin U2OS | NOD1 inhibition | GPR55 antagonists | Myeloid diff MLP | Myeloid diff MLP GFP+ MAC1+ %
C=CCNc1nc2c3ccccc3n(C(C)=O)c2s1
 : 0.2% | 4.8% | -0.6% | 20% | 0% | 12% | -8% | 1% | i | 1.2
CSCC[C@H](NC(=O)[C@@H]1CSC2c3ccccc3C(=O)N21)C(=O)N1CCC[C@H]1CO (some centres undefined)
 : -0.1% | -1.8% | 0.1% | -43%[20 µM] | 26% | 0% | -8% | 4% | i | 1.7
CCCn1c2ccccc2c2nnc(SCC(=O)Nc3c(C)n(C)n(-c4ccccc4)c3=O)nc21
 : -0.6% | -4.3% | -3.2% | 35% | 17% | -17% | -20% | 2% | i | 0.2
CC(=O)Oc1ccc(N2C(=O)c3cccc4c([N+](=O)[O-])ccc(c34)C2=O)cc1
 : 0.3% | -3.0% | 1.3% | 48%[20 µM] | -7% | 1% | 1% | 2% | ? | .
Cc1ccc(NC(=O)CC2Oc3ccccc3NC2=O)c(C)c1 (centres undefined)
 : -0.1% | -0.2% | -0.1% | 4% | 8% | 7% | -11% | 2% | i | 2.4
Cc1noc(C(F)(F)F)c1C(=O)NNC(=O)c1cccc(C(F)(F)F)c1
 : -0.1% | 1.7% | 0.1% | 14% | 18% | -5% | -3% | 14% | i | 0.6
C=CCn1cc(F)c(=O)n(CC=C)c1=O
 : -0.4% | 3.8% | 1.2% | -25% | 1% | -2% | -42% | -1% | i | 0.4
COc1cccc2cc(-c3nnc(SCC(=O)NCCc4ccccc4)n3C)oc12
 : 0.2% | 4.3% | 7.7% | -6% | -4% | -9% | -1% | -18% | i | 0.6
COc1cccc(NC(=O)CSc2nc3ccccc3c3nc4ccccc4n23)c1
 : 0.1% | 2.7% | -1.1% | 30% | -2% | 9% | -24% | -12% | i | 1.4
Brc1ccc2[nH]c3nc(SCCN4CCOCC4)nnc3c2c1
 : -0.6% | -2.6% | -2.0% | -18% | 11% | -8% | 6% | -8% | i | 0.5&0.1
Cc1cc2[nH]cnc2c([N+](=O)[O-])c1C
 : -0.1% | -3.4% | -1.4% | -27%[20 µM] | -8% | 6% | -26% | 1% | i | 0.5
O=C(CSc1nnc2ccccn12)NCc1ccc2c(c1)OCO2
 : -0.3% | -3.1% | -1.0% | -11% | 14% | 0% | -7% | 11% | i | 0.3
C=CCN(Cc1nc(-c2ccc(OC)c(OC)c2)oc1C)C1CCS(=O)(=O)C1 (centres undefined)
 : 0.2% | . | -1.0% | -12%[20 µM] | 7% | 9% | -48% | 10% | i | 0.3
NS(=O)(=O)c1ccc(CCNC(=O)COC(=O)CN2C(=O)C3CCCCC3C2=O)cc1 (centres undefined)
 : -0.3% | -1.9% | 0.1% | -8% | 19% | 2% | -39% | 4% | i | 0.3
O=C(CCCN1C(=O)c2ccccc2C1=O)Nc1sc2c(c1C(=O)NCc1ccco1)CCC2
 : 0.0% | -3.5% | 4.7% | 2% | 3% | -6% | -29% | 10% | i | 8.1

Just KOR beta-arrestin-1 and GPR55 antagonists, for 5 of the compounds above:
mol,KOR beta-arrestin-1,GPR55 antagonists
COc1cccc(NC(=O)CSc2nc3ccccc3c3nc4ccccc4n23)c1,2.7%,-12%
Cc1c(Cl)c(C(=O)NNC(=S)Nc2ccccc2)nn1C,-3.0%,1%
CCc1nnc(NC(=O)CCC(=O)Nc2ccc(Cl)cc2)s1,2.0%,22%
Cc1ccc(NC(=O)CC2Oc3ccccc3NC2=O)c(C)c1 (centres undefined),-0.2%,2%
CC(=O)Oc1ccc(N2C(=O)c3cccc4c([N+](=O)[O-])ccc(c34)C2=O)cc1,-3.0%,2%

(continued)
Values run as follows: GPR55 activation | KOR beta-arrestin-1 | HIV fusion peptide | KOR beta-arrestin-2 | HEK293 NOD2/NF-kB | GPR35 arrestin U2OS | NOD1 inhibition | GPR55 antagonists | Myeloid diff MLP | Myeloid diff MLP GFP+ MAC1+ %
COc1ccccc1N1CCN(C(=O)CCCNC(=O)Cn2cnc3sc(C)c(C)c3c2=O)CC1
 : 0.1% | -4.8% | 1.2% | 3% | 9% | 0% | 18% | 8% | i | 2.0
Cc1ccc(-c2csc3ncnc(Nc4ccc(C(=O)O)cc4)c23)cc1
 : -0.1% | 3.6% | 13% | 4% | 42% | -2% | 24% | 9% | i | 0.9
O=C(CCNC(=O)c1ccco1)Nc1ccc(OC(F)F)cc1
 : -0.1% | 5.3% | 0.2% | -25% | -1% | 18% | -31% | 20% | i | 0.5
CC(C)c1nc2sc3c(=O)[nH]cnc3c2c2c1CCCC2
 : 0.3% | 3.8% | 0.8% | -44% | 17% | -11% | -4% | 3% | i | 0.6
COc1ccc(C)cc1S(=O)(=O)Nc1ccc2c(c1)OCCO2
 : -0.2% | -1.2% | -1.7% | -29%[20 µM] | 1% | 20% | 4% | -3% | i | 0.4
O=C(/C=C/c1ccco1)NC(=S)Nc1ccccc1N1CCCC1
 : -0.1% | -6.1% | 6.3% | 3%[20 µM] | 9% | 1% | 5% | 23% | i | 1.2
Cc1cc(NC(=O)COC(=O)c2cccc(S(=O)(=O)N(C)C3CCCCC3)c2)no1
 : -0.1% | 0.2% | -1.6% | 25% | -8% | 8% | 9% | -5% | i | 0.3
Clc1ccc(C[n+]2cc(-c3ccc(Cl)cc3)n3c2CCC3)cc1
 : 0.0% | -1.3% | 1.1% | -13% | -2% | 1% | 1% | 14% | i | 0.7
COC(=O)Cc1[nH]nc2c1C1(C(=O)N(Cc3ccccc3)c3ccccc31)C(C#N)=C(N)O2 (centres undefined)
 : -0.1% | 0.1% | -1.1% | 28% | 2% | 3% | 8% | 2% | ? | .
O=C(O)c1ccc(-c2nnc(-c3ccc([N+](=O)[O-])cc3)o2)cc1
 : -0.2% | -2.3% | -0.8% | 4% | 10% | -8% | -15% | -2% | i | 0.4
COc1ccccc1CNC(=O)C1CCN(S(=O)(=O)c2ccc3c(c2)NC(=O)CO3)CC1
 : 0.0% | 2.5% | -1.7% | -19% | 18% | 19% | 16% | 6% | i | 0.3
C#CC[N+](C)(C)CCCCCCCCC
 : 0.0% | 1.5% | 4.6% | -18% | 9% | 2% | 26% | 1% | ? | .
COc1ccc(NC(=O)C(NC(C)=O)C(=O)Nc2ccc(F)cc2)cc1 (centres undefined)
 : 0.0% | 11% | 0.6% | -13% | -20% | 18% | -4% | -3% | i | 0.2
C=CCNC(=S)N/N=C/c1ccc(-c2ccc(OC)cc2)o1
 : 0.3% | 1.8% | -2.0% | -101%[20 µM] | 9% | -2% | 60%* | 3% | i | 0.4
O=C(Nc1ccc(F)cc1)/C(=C1/CCCCCN1)[N+](=O)[O-]
 : 0.9% | 2.8% | 0.6% | 12% | -2% | 9% | -12% | 12% | i | 0.3

Full records from above:
COc1ccc(C)cc1S(=O)(=O)Nc1ccc2c(c1)OCCO2 is listed with GPR55 activation: -0.2%; KOR beta-arrestin-1: -1.2%; HIV fusion peptide: -1.7%; KOR beta-arrestin-2: -29%[20 µM]; HEK293 NOD2/NF-kB: 1%; GPR35 arrestin U2OS: 20%; NOD1 inhibition: 4%; GPR55 antagonists: -3%; Myeloid diff MLP: i; Myeloid diff MLP GFP+ MAC1+ %: 0.4
COc1ccccc1CNC(=O)C1CCN(S(=O)(=O)c2ccc3c(c2)NC(=O)CO3)CC1 is listed with GPR55 activation: 0.0%; KOR beta-arrestin-1: 2.5%; HIV fusion peptide: -1.7%; KOR beta-arrestin-2: -19%; HEK293 NOD2/NF-kB: 18%; GPR35 arrestin U2OS: 19%; NOD1 inhibition: 16%; GPR55 antagonists: 6%; Myeloid diff MLP: i; Myeloid diff MLP GFP+ MAC1+ %: 0.3
